Bioassay records as filed in PubChem.
Lung fibro prol = blocks proliferation of human lung fibroblasts; LL 47 human lung fibroblast viability, ATP luminescence; hits give low values; viability, % at 10 µM; hit rate 1.1% among 85,000; AID 719;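 active = viability at or below 50% in the single dose screen; inactive = viability above 50%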;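 also: compound exposure lasted 72 h before the ATP readout; 100% = median luminescence of untreated cell-only wells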
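Test system: LL 47 human lung fibroblasts / Incubation: 72 h compound exposure at 37 °C after overnight plating / Technique: luminescent ATP detection, CellTiter-Glo / Compound dosing: 0.1% DMSO in all compound wells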
Candida biofilm = kills Candida albicans biofilms; C. albicans biofilm + clotrimazole, Alamar Blue; inhibition, % at 6 µM; hit rate 0.14% among 85,000; AID 834;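 active = inhibition above 20%; inactive = inhibition below 20%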;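 also: preformed 24 hr biofilms exposed to compound for 48 hr; 0% = biofilm without compound and 100% = blank killed by clotrimazole plus chlorhexidine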
Smad3 inh = blocks human Smad3 binding to FoxH1 peptide. inhibition, % at 25 µM. hit rate 0.29% among 88,000. TR-FRET Smad3/Dy647-FoxH1 peptide binding, europium anti-His. P84022;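 active = compounds that reduce the energy-transfer binding signal between the protein and its labelled peptide by more than half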;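 also: 0% = Smad3 plus labelled peptide maximal FRET and 100% = peptide-only background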
HUVEC prolif 384 = blocks proliferation of human endothelial cells. HUVEC proliferation, CellTiter-Glo luminescence, 72 h; hits give low values. viability, % at 10 µM (by protocol). hit rate 1.1% among 86,000. AID 648;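 active = viability at or below 30%; inactive = viability above 30%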;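 also: 100% = median luminescence of DMSO-only cell control wells on each plate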
ERa coact inh = blocks coactivator binding to human estrogen receptor alpha; P03372; hit rate 1.7% among 86,000; TR-FRET ER-alpha LBD / SRC-1 peptide, estradiol-bound; inhibition, % at 25.6 µM; in the data active = inhibition above about 50%;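 also: 0% = receptor plus peptide control and 100% = peptide only without receptor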
Target sequence (P03372 whole entry, looked up, the tested form may be a part): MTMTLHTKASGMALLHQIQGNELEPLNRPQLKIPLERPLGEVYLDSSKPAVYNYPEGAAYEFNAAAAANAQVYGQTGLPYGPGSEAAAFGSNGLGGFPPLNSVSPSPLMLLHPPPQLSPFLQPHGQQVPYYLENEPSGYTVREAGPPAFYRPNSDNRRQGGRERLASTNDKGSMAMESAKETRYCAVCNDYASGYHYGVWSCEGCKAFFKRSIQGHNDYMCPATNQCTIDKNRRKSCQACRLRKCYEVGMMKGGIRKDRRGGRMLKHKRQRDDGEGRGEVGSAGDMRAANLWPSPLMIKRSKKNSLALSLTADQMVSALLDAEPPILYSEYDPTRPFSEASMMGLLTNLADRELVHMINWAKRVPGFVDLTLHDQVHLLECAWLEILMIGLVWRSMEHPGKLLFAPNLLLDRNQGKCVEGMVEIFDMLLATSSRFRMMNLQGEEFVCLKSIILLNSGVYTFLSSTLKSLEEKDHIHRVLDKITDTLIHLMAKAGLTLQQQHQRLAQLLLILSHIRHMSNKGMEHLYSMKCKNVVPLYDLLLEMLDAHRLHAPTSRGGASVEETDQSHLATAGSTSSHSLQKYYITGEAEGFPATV
H69AR growth 86K = blocks growth of human H69AR lung tumor cells; H69AR lung tumor viability, ATP luminescence, 72 h; hits give low values; viability, % at 10 µM; hit rate 6% among 85,000; AID 598;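 active = viability at or below 40%; inactive = viability above 40%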;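 also: multidrug resistant small cell line overexpressing MRP-1 efflux transporter; 100% = mean luminescence of untreated control wells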
ERa SRC1 pot = ER-alpha (human) coactivator binding potentiation; P03372; TR-FRET ERalpha-LBD/SRC-Cy5 coactivator binding, 2 h; 100 = basal binding, no effect; coactivator binding (% of control), % at 25.6 µM; hit rate 1.3% among 86,000; in the data active = activity above about 200%;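 also: binding measured in presence of low estradiol as agonist stimulus; 0% = peptide alone without receptor and 100% = receptor with peptide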
sEH act = increases human soluble epoxide hydrolase activity; purified human sEH enzymatic activity, activator screen; AID 717; P34913; activation, % at 2 µM; hit rate 0.04% among 91,000; in the data active = activation above about 37%; also: values of inactives mirror those of a sister screen read the other way
Target sequence (P34913 whole entry, looked up): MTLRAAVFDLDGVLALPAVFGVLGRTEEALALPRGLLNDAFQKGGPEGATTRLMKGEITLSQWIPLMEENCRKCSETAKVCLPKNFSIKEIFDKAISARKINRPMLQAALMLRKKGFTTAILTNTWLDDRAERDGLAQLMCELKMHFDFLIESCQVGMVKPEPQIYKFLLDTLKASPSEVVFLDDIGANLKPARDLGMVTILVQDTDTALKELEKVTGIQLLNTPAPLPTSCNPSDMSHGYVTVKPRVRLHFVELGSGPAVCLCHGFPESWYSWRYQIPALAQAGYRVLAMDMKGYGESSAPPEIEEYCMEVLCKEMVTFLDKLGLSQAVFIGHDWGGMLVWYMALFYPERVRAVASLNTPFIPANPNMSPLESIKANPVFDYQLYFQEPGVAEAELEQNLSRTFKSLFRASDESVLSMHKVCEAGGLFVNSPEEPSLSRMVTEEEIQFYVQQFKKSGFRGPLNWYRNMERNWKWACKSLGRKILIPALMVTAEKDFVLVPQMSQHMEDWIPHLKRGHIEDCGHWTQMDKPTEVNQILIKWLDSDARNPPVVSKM
ERb SRC1 inh = ER-beta (human) coactivator binding inhibition | Q92731 | TR-FRET ER-beta LBD / SRC1-Cy5 peptide binding; receptor agonist-loaded with 1 µM estradiol | inhibition, % at 25.6 µM | hit rate 1.3% among 86,000 | AID 633;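 active = compounds whose percent inhibition of the receptor-coactivator binding signal exceeds about 50% in the single-dose screen, limit read from the data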;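 also: 0% = receptor plus peptide wells without compound and 100% = peptide-only wells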
* = called active by the depositor; nt = not tested or not shown; [ ] = another dose, or the depositor's remark. Only part of the results is shown; count on the stated rates, not on these rows.

Start of the listing, in advance:
SMILES	Lung fibro prol	Candida biofilm	Smad3 inh	HUVEC prolif 384	ERa coact inh	H69AR growth 86K	ERa SRC1 pot	sEH act	ERb SRC1 inh
O=C(Cc1ccccc1)N[C@@H](Cc1ccccc1)c1nc2ccccc2[nH]1	103	6	2	104	8	94	121	3	7[fluorescence artefact?]
CCOC(=O)C1CCCN(Cc2ccccc2C)C1 (stereo not drawn)	105	1	-12	109	13	101	114	nt	17[fluorescence artefact?]
O=C(c1ccccc1)c1cccc(NC(=O)C2CC2)c1	107	3	-12	96	-5[fluorescence artefact?]	86	110	9	2
Cc1ccc(S(=O)(=O)N2CCN(C(=O)CSc3nc4ccccc4c(=O)[nH]3)CC2)cc1	92	7	4	79	7[fluorescence artefact?]	81	112	-10	11
CCOC(=O)c1sc(-c2ccc(OC)cc2)cc1N	108	6	-15	105	-16	98	86[fluorescence artefact?]	14	-5

Results (from the top)
SMILES	Lung fibro prol	Candida biofilm	Smad3 inh	HUVEC prolif 384	ERa coact inh	H69AR growth 86K	ERa SRC1 pot	sEH act	ERb SRC1 inh
O=C(Cc1ccccc1)N[C@@H](Cc1ccccc1)c1nc2ccccc2[nH]1	103	6	2	104	8	94	121	3	7[fluorescence artefact?]
CCOC(=O)C1CCCN(Cc2ccccc2C)C1 (stereo not drawn)	105	1	-12	109	13	101	114	nt	17[fluorescence artefact?]
O=C(c1ccccc1)c1cccc(NC(=O)C2CC2)c1	107	3	-12	96	-5[fluorescence artefact?]	86	110	9	2
Cc1ccc(S(=O)(=O)N2CCN(C(=O)CSc3nc4ccccc4c(=O)[nH]3)CC2)cc1	92	7	4	79	7[fluorescence artefact?]	81	112	-10	11
CCOC(=O)c1sc(-c2ccc(OC)cc2)cc1N	108	6	-15	105	-16	98	86[fluorescence artefact?]	14	-5
CC(=O)N1CCc2cc(S(=O)(=O)NCCC(=O)NC3CCN(Cc4ccccc4)CC3)ccc21	91	5	5	92	10	99	96	nt	9[fluorescence artefact?]
COc1ccc(CNC(=O)c2ccc(CN3CCOCC3)cc2)cc1	94	3	0	98	6	92	106	-31	-2
O=S(=O)(c1ccc(-c2ccccc2)cc1)N1CCOCC1	102	5	7	100	2	95	100	-4	11
CC(C)CC(=O)N1CCN(Cc2ccc3c(c2)OCO3)CC1	99	7	14	99	-7	102	106	-8	-1
CC1(C)C2CC=C(/C=N/n3cnnc3)C1C2 (stereo not drawn)	90	8	12	92	-30	96	110[fluorescence artefact?]	-2	-26[fluorescence artefact?]
CCN(CC)C(=O)Cn1c(=O)n(C)c2ccccc21	100	4	-4	87	8[fluorescence artefact?]	91	100	-3	7[fluorescence artefact?]
CN(C)CCN1C(=O)C(=O)/C(=C(/O)c2ccccc2)C1c1ccccc1F (stereo not drawn)	98	nt	11	94	-3	99	124	-10	1
CCn1c(SCC(=O)Nc2nnc(C)s2)nnc1-c1ccco1	96	10	0	98	-2	96	114	10	3
Nc1nc2ccc(Oc3ccccc3)cc2s1	97	16	2	85	-3	76	84	nt	4
COc1c(S(=O)(=O)NCCN2CCOCC2)ccc(Cl)c1Cl	96	-1	-15	90	-7	101	106[fluorescence artefact?]	0	-5[fluorescence artefact?]
c1ccc(-c2nc(C3CCCCC3)no2)cc1	107	6	-16	112	-9	107	99	12	68*
C=CCOC(=O)C1C(=O)CC(C)(O)C(C(=O)OCC=C)C1c1ccc(OCC)cc1 (stereo not drawn)	94	3	-3[fluorescence artefact?]	101	-2	107	118	-5	-3
O=CNCCCc1nc2ccccc2n1Cc1cccc2ccccc12	94	7	23[fluorescence artefact?]	80	5	66	94	2	-3
Cc1oc2c(c1C(=O)NCc1cc(C(=O)O)co1)CCCC2	97	-1	-2	92	-6	91	114	-7	1
COCCCNC(=O)C1CC(=O)N(Cc2ccc(OC)cc2)C1 (stereo not drawn)	106	-2	-17	109	0	93	94	-2	-57[fluorescence artefact?]
CCCCOCP(=O)(CC)COCCCC	95	5	18	100	-10	91	113	8	6
Cc1cnc(C(=O)OCC(=O)NC2CCCCC2)cn1	101	5	15[fluorescence artefact?]	99	-3	102	111	-12	5
CCOC(=O)N1CCC(NS(=O)(=O)c2ccc3c(c2)CCN3C(C)=O)CC1	107	7	6	105	-2[fluorescence artefact?]	97	97	-1	-5
CCN(C(=O)C1CCCCC1)c1nnc(-c2cccnc2)s1	96	7	8	116	-22	94	115	1	-25
CC(=O)NC(C)C(=O)OCC(=O)c1ccc(Cl)s1 (stereo not drawn)	95	3	8	106	0	107	99	12	4

Remaining list, next part
SMILES	Lung fibro prol	Candida biofilm	Smad3 inh	HUVEC prolif 384	ERa coact inh	H69AR growth 86K	ERa SRC1 pot	sEH act	ERb SRC1 inh
Cn1c(C(=O)N2CCCc3ccccc32)cc2sccc21	100	2	4	112	3	90	89	6	-6
COc1ccc(Cc2n[nH]c(=O)c3ccccc23)cc1OC	95	5	0	97	-13	92	127	3	-5[fluorescence artefact?]
CCCc1cc(=O)[nH]c(SCc2ccccc2)n1	95	6	6	86	-34	95	99	10	-15[fluorescence artefact?]
O=C(Nc1ccc(CN2CCOCC2)cc1)c1ccc(-c2ccc(Br)cc2)o1	75	8	6	45	-23	19*	90	-52	-23
CCC(=O)Nc1ccc(Cl)c(NC(=O)c2cccnc2)c1	93	-2	1	90	-5	85	106	-14	-4
CCOC(=O)c1c(C)oc2c1cc(O)c1ccccc12	101	8	2	91	11[fluorescence artefact?]	62	113	10	5
CN(C)CCNC(=O)C1CC(=O)N(c2ccc(F)c(Cl)c2)C1 (stereo not drawn)	101	3	12	103	-3	88	99	11	-19
CC(C)(C)CC(=O)Nc1nnc(C(F)(F)F)s1	103	4	2[fluorescence artefact?]	95	1	95	88	-8	-1
O=C(OCCCc1ccncc1)c1ccc(S(=O)(=O)N2CCOCC2)cc1	98	2	8	100	-4	89	107	-10	5
CCOC(=O)C1=C(N)OC2=C(C(=O)CCC2)C1c1cccs1 (stereo not drawn)	94	2	2	106	-15	97	127	nt	0
CCCOC(=O)CSc1nc(N)c(C#N)c(CC)c1C#N	106	9	-1	98	3	101	84[fluorescence artefact?]	3	4
COC(=O)C1=C(C(=O)OC)C2(OC1c1ccc(Br)cc1)C(=O)c1ccccc1C2=O (stereo not drawn)	105	-1	-16	90	-3	106	91	6	-13[fluorescence artefact?]
COc1ccc(OCc2nn3c(-c4ccccn4)nnc3s2)cc1	102	0	5	87	3[fluorescence artefact?]	93	112	5	7[fluorescence artefact?]
Cn1c(=O)c2c(nc(CN3CCCCC3)n2CCc2ccccc2)n(C)c1=O	109	7	-7	104	-4	75	101	11	5
CCOC(=O)C1=c2s/c(=C\c3cccnc3)c(=O)n2C(N)=C(C(=O)OC)C1c1cccnc1 (stereo not drawn)	96	-3	11	99	45	81	89	-12	-15
Cc1nnc(SCC(=O)NCc2ccccc2)n1-c1ccccc1	109	2	-8	104	-1[fluorescence artefact?]	98	96	-6	1[fluorescence artefact?]
COc1ccc(-n2nnnc2SCC(=O)c2ccc3c(c2)OCCO3)c(OC)c1	92	8	0	84	13[fluorescence artefact?]	82	171	-4	5
CCOc1ccc(C2C(C(=O)O)c3ccccc3C(=O)N2CCN2CCOCC2)cc1 (stereo not drawn)	106	5	-3	97	8[fluorescence artefact?]	85	95	-1	6
CCN(CC)c1ccc(NC(=O)c2cncc(Br)c2)cc1	100	9	13	76	4	85	114	-20	5
O=C(O)c1cc(-c2ccc(Cl)cc2)n[nH]1	100	8	-6	91	-1	95	113	nt	-3
CC(=Nc1ccccc1)C1=C(O)COC1=O	109	-2	-106	115	-14	105	96	-1	-8
c1ccc(-c2cc(-c3nc(-c4ccccn4)no3)c3ccccc3n2)cc1	97	12	3	74	32[fluorescence artefact?]	70	110	-26	21
Cc1cc2c(cc1C)CSC(c1ccc(O)cc1)SC2	104	6	-3	99	-7	87	62	-4	0
CN1CCN(C(c2cccnc2)c2ccc3cccnc3c2O)CC1 (stereo not drawn)	86	12	8	87	78*[fluorescence artefact?]	16*	83[fluorescence artefact?]	5	60*[fluorescence artefact?]
CCOc1cc(C2CC(=O)NC(SCC)=C2C#N)ccc1O (stereo not drawn)	102	4	16	99	5	91	119	nt	-9

Continued:
SMILES	Lung fibro prol	Candida biofilm	Smad3 inh	HUVEC prolif 384	ERa coact inh	H69AR growth 86K	ERa SRC1 pot	sEH act	ERb SRC1 inh
Cc1ccn2cc(-c3cnoc3C)nc2c1	107	-2	4	100	8	102	102	1	0
CN(C)S(=O)(=O)N(CC(=O)Nc1ccccc1)c1ccccc1	97	9	2	102	1	89	110[fluorescence artefact?]	10	0[fluorescence artefact?]
CC(NS(C)(=O)=O)C(c1cccs1)N1CCN(C)CC1 (stereo not drawn)	99	8	9	88	-29	101	134[fluorescence artefact?]	nt	-16
CC(C)(C)N(Cc1cc2ccccc2[nH]c1=O)C(=O)C1CCCCC1	97	9	nt	97	nt	87	nt	nt	nt
CCC(NC(=O)NCc1ccc2c(c1)OCO2)(C(F)(F)F)C(F)(F)F	93	10	6	100	0	83	128	-21	7
CCc1ccc(NC(=O)N(CCN2CCOCC2)C2CCN(C(C)=O)CC2)cc1	nt	6	-13	99	-1	89	117	-2	3
CNC(=O)c1cc2cc(OC)ccc2n1CCN(Cc1ccccc1)Cc1ccccc1	90	0	-15	78	-3	66	129	4	7
COCCOC(=O)C1=C(C)N=c2s/c(=C\c3cccs3)c(=O)n2C1c1cccs1 (stereo not drawn)	100	10	8	95	-6	81	107[fluorescence artefact?]	-12	-2
CCOc1cccc(-c2nnc(SCC(=O)Nc3ccc(OC)c(OC)c3)n2N)c1	99	1	0[fluorescence artefact?]	94	-3	90	94	-4	-4
Cc1cc(/N=C/N(C)C)on1	95	-2	0	103	5	83	103	4	-2
Cc1c(C(=O)N2CCN(c3ccccn3)CC2)sc2ncnc(N3CCOCC3)c12	99	3	2	95	6	89	118[fluorescence artefact?]	9	-5
Brc1ccc(-c2nc(N/N=C/c3cccnc3)c3ccccc3n2)cc1	60	-2	6	61	49	11*	71[fluorescence artefact?]	6	20
O=C(CSc1nnc(CNc2ccc(F)cc2)n1Cc1ccccc1)NCc1ccco1	94	2	2	98	26	nt	111	-4	20
CCc1nnc(NC(=O)CSc2ncc(-c3ccccc3)n2C)s1	96	-5	1	96	-22	69	101	-2	-9
O=C(Cn1c(CC(=O)N2CCCC2)nc2ccccc21)NCc1ccccc1	92	11	-1	89	3	94	107	0	1
COC(=O)c1cn(CC(=O)N2CCCCC2C)c2ccccc12 (stereo not drawn)	100	5	0	93	-9	59	102	2	-13
Cc1ccc(N(C)C(=O)N2CCN(S(=O)(=O)c3c(C)cc(C)cc3C)CC2)cc1	99	2	6	84	5[fluorescence artefact?]	49	104[fluorescence artefact?]	-3	8[fluorescence artefact?]
N#Cc1ccsc1NC(=O)CSc1ncnc2ccccc12	78	-1	3	83	91*[fluorescence artefact?]	38*	25[fluorescence artefact?]	nt	61*
Cc1nn(-c2ccccc2)c(Cl)c1/C=N/Nc1ccc(S(=O)(=O)Nc2ccccc2C(=O)O)cc1[N+](=O)[O-]	107	2	9	77	89*	100	23[fluorescence artefact?]	6	64*
CCCOc1ccc(C(=O)Nc2ccc(N(C)C)cc2)cc1	88	6	-2	75	-4	82	89	-10	7
CCOc1ccc(C2/C(=C(/O)c3ccc(Cl)cc3)C(=O)C(=O)N2CCCN(C)C)cc1OC (stereo not drawn)	97	11	4	92	-2[fluorescence artefact?]	92	122	nt	0
COc1ccc(/C=C2/SC(=S)N(n3c(C)ccc3C)C2=O)cc1	103	6	6	114	-7	66	98	-3	-5
O=C(Nc1ccccc1C(=O)N1CCOCC1)C1CC(=O)N(C2CCCC2)C1 (stereo not drawn)	96	3	-1	104	2	104	97	11	1
CCc1nnc(NC(=O)c2cc3ccccc3oc2=O)s1	92	12	3	98	4[fluorescence artefact?]	94	97[fluorescence artefact?]	12	5[fluorescence artefact?]
Cc1ccc2c(C(=O)CN3CCCC3)c(C)[nH]c2c1	101	2	-5	86	-14	84	101	9	-14
